MT stabilize HCS: stabilizes microtubules in HeLa cells; HeLa tubulin immunostaining HCS, 24 h; share of cells brighter than vehicle mean+2SD; % tubulin-high responders, % at 10 µM; 0.83% of 200,000 active; AID 2205;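 active = plate Z-score above 3 for both tubulin-high and condensed-nucleus cell shares, with cell loss under 80%, at 10 µM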;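 also: anti alpha tubulin signal scored within the nucleus-defined area of each cell; some results filed as inactive read as strong as hits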
WT yeast gro inh: growth inhibition of WT yeast, mitochondrial fusion screen; inhibition, % at 10 µM; 2.1% of 190,000 active; mitochondrial fusion phenotypic screen, WT strain; in the data active = inhibition above about 58%; tested in S. cerevisiae
Autophagy mod: autophagy modulation, high-content screen; MEF GFP-LC3 puncta imaging; test concentration mostly 10 µM; calls only at 10 µM (by protocol); 0.98% of 190,000 active; AID 463193;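 active = percentage of spot-positive cells more than 3 SD above its plate mean, without a fluorescence outlier flag or 80% toxicity; inconclusive = no clear call, values can overlap the other calls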;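 also: spot-positive cell cutoff set from DMSO-treated cells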
bCat nuc transl: modulators of beta-catenin nuclear translocation; HeLa beta-catenin nuclear translocation, immunofluorescence imaging; nuclear translocation activity, % at 5 µM; 0.3% of 190,000 active; AID 1665;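 active = nuclear translocation activity above 50% at 5 µM, with a well cell count of 50 or more; inconclusive = wells under 50 cells across six images, flagged as toxic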;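 also: per-cell ratio of nuclear to cytoplasmic median beta-catenin stain intensity; plate controls were DMSO negative control for no effect and GSK-3 inhibitor IX positive control for full effect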
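Assay system: human HeLa cells, native beta-catenin; doses: 5 µM primary, 0.02–20 µM confirmation; incubation: compound treatment 24 h, 37°C, 5% CO2; technique: fluorescence imaging of beta-catenin antibody stain plus DAPI; measure: % activation, nuclear-to-cytoplasmic median beta-catenin signal ratio per cell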
Myeloid diff 2: compounds promoting myeloid differentiation; 1% of 360,000 active; ER-HoxA9 myeloid progenitors, lysozyme-GFP differentiation, flow cytometry; calls only at 10 µM; AID 624256;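 active = normalized GFP-positive differentiation at or above the plate's own cutoff, the solvent-only control mean plus 3 SD; inconclusive = no clear call, values can overlap the other calls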;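 also: cells exposed to compound for four days before flow analysis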
Insulin prom up: MIN6 insulin promoter up-regulation; MIN6 insulin promoter-GFP reporter, high-content imaging; stronger effect = higher value; z-score at 5 µM; 0.3% of 190,000 active; AID 1625;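 active = z-score above 3 at 5 µM with at least 500 cells counted in the well; inconclusive = wells under 500 cells, flagged as cytotoxic or low count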
Hep lipid drop: hepatic lipid droplet formation modulation; 0.4% of 240,000 active; AML12 mouse hepatocytes, oleate lipid droplets, BODIPY imaging; inhibition, % at 6.5 µM;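 active = lipid droplet intensity inhibited by at least 50%, with more than 500 cells counted; inconclusive = wells with under 300 cells, treated as cytotoxic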
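System: AML12 hepatocytes (mouse). Probe or stimulus: oleic acid at 100 µM to induce lipid droplet formation. Times: overnight treatment with compound plus oleate. Detection: Image-based BODIPY and DAPI two-channel analysis. Evaluation: percent inhibition of filter-corrected integrated lipid droplet intensity per well.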
T cell HTS: T cell immune modulators affecting CD8 T cell-vesicle binding. 2C CD8+ T cell-vesicle binding, flow cytometry; stronger effect = lower value. calls only at 7 µM. 0.068% of 330,000 active. AID 2052;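 active = response, share of CD8 T cells binding vesicles, and their 90th percentile fluorescence all below set limits, cut at about 80% in these data, passing the limit was not always enough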
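Assay system: 2C TCR transgenic mouse naive CD8+ T cells, MACS-purified | Read-out: CD8+ gate FL2 mean fluorescence as % of same-row positive control | Signal: High-throughput flow cytometry with anti-B7-1 and anti-CD8 staining | Timing: Binding step 1.5 h, 37 °C, antibody labelling 20 min, ice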
West Nile antiviral: inhibition of WNV-induced cytopathic effect – cell-based, CPE readout (AID 1621); West Nile virus-infected cells, CPE inhibition; higher % means a stronger effect; CPE inhibition, % at 10 µM; hits with a dose series show IC50 in µM; 0.02% of 290,000 active; in the data active = a potency from the dose series; inconclusive = CPE inhibition mostly from about 3.7% at the one dose, without a potency; inactive = the rest, 99 in 100 with CPE inhibition below about 2.2%; also: strong numbers were not always called active
WT yeast gro inh mutant strain: recorded beside WT yeast gro inh, whose call it bears; inhibition, %; mitochondrial fusion phenotypic screen, mutant strain inhibition
Insulin prom up cell count: also measured in Insulin prom up; calls as there; cell count; measured here: cytotoxicity, nuclei count;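 total cells summed across four imaged fields per well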
Hep lipid drop cells 6.5 µM: recorded beside Hep lipid drop, whose call it bears; cell count; measured here: cell count, cytotoxicity flag;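 cells counted across two imaged fields per well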
bCat nuc transl cell count 5 µM: second read-out of bCat nuc transl, no call of its own (marks repeat the call); cell count; measured here: cell count, cytotoxicity flag
T cell HTS vesicle-bound %: recorded beside T cell HTS, whose call it bears; double positive events, %; measured here: CD8+ vesicle-bound cell fraction;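 binding gate set so that unloaded-vesicle control wells show 10% double positive cells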
MT stabilize HCS Hoechst-high %: also measured in MT stabilize HCS; calls as there; % Hoechst-high responders; measured here: nuclear condensation Hoechst responders;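 share of cells brighter than vehicle mean plus two SD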
MT stabilize HCS cytotoxicity %: further read-out of MT stabilize HCS, marked with its call; toxicity, %; measured here: cytotoxicity by cell density;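 0% = mean cell density of plate MIN control wells and 100% = no cells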
Autophagy mod cell loss 18 h: further read-out of Autophagy mod, marked with its call; toxicity, %; measured here: cell loss, nuclei count;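 cell loss after 18 h compound exposure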
Myeloid diff 2 GFP+ MAC1+ %: also measured in Myeloid diff 2; calls as there; GFP+ MAC1+ double positive, %; measured here: differentiation confirmed by MAC1 staining
Active calls of the source: *; i = inactive; u = inconclusive; x = no result given; + = active, no number. The order is random (roughly 3.9% active in at least one column).

SMILES	MT stabilize HCS	MT stabilize HCS Hoechst-high %	MT stabilize HCS cytotoxicity %	WT yeast gro inh	WT yeast gro inh mutant strain	Autophagy mod	Autophagy mod cell loss 18 h	bCat nuc transl	bCat nuc transl cell count 5 µM	Myeloid diff 2	Myeloid diff 2 GFP+ MAC1+ %	Insulin prom up	Insulin prom up cell count	Hep lipid drop	Hep lipid drop cells 6.5 µM	T cell HTS	T cell HTS vesicle-bound %	West Nile antiviral
CCN(CC)S(=O)(=O)c1ccc2oc(SCC3CN=C(c4ccc(OC)cc4)S3)nc2c1 (stereo unspecified)	3.6	1.5	4.2	-1.0	-9.6	i	-6.9	-4.1	967	i	1.3	-2.89	857	x	x	i	12.1	-0.7%
Cc1ccc2nc(Nc3nc(CSc4nnc(C)s4)cc(=O)[nH]3)nc(C)c2c1	3.8	1.6	6.5	19.8	-10.1	i	-10.0	-0.3	997	i	0.5	-0.36	1542	11.3	763	i	21.9	3.0%
Cc1cccc(-c2cccc(NC(=O)C3CCCN(Cc4cccnc4)C3)c2)c1 (stereo unspecified)	x	x	x	x	x	x	x	x	x	i	1.6	x	x	-9.9	702	i	62.2	-0.4%
CCOC(=O)c1[nH]c(C)c(C(=O)OCCOc2cccc(C)c2)c1C	3.6	1.6	12.5	-3.9	-11.6	i	16.9	-2.0	1031	i	0.6	-1.14	1359	-75.1	667	i	14.1	-1.3%
CCOc1cccc2cc(C(=O)Nc3cc(C)on3)c(=O)oc12	3.2	2.4	6.9	11.0	7.1	i	-3.0	1.4	1175	i	0.3	0.15	1331	-0.4	741	i	16.3	0.8%
Cc1ccc(S(=O)(=O)N2CCOCC2)cc1C(=O)Nc1nc(-c2cccnc2)cs1	1.9	2.5	9.6	2.4	-3.1	i	-3.2	x	x	i	2.9	1.56	1176	-0.2	677	i	11.5	0.1%
O=C(CNC(=S)NC(=O)c1cccs1)c1ccccc1	2.7	1.3	6.9	10.6	-4.5	i	-12.0	4.8	511	i	0.2	-1.3	1091	-22.3	650	i	50.3	0.1%
Cc1ccc(-c2nnc(-c3ccc(NC(=O)Cc4cccs4)cc3)o2)cc1	5.8	3.2	5.8	7.6	13.1	+	-16.4*	-1.9	1339	+	15.1*	-0.85	1258	x	x	i	52.0	u
Cc1cc(N/N=C/c2ccccc2O)nc(N2CCOCC2)n1	x	x	x	x	x	x	x	-0.3	1391	i	1.0	-0.2	1415	1.6	730	i	23.1	-0.6%
Cc1ccc(Cl)cc1N(CC(=O)N1CCOCC1)S(C)(=O)=O	x	x	x	x	x	x	x	x	x	i	0.6	x	x	-0.3	804	i	51.4	-0.1%
Fc1ccc(NC(=S)N2CCc3ccccc3C2)c(F)c1	1.5	1.2	4.9	20.2	22.6	i	11.1	1.6	929	i	0.2	-0.02	1518	0.5	674	i	25.3	-1.1%
CC(NS(=O)(=O)c1ccc2[nH]c(=O)c(=O)[nH]c2c1)C(=O)O (stereo unspecified)	2.6	2.7	8.0	-27.1	12.4	i	0.0	-1.3	1051	i	0.3	0.16	1422	13.0	801	i	40.7	0.0%
Cc1ccc2cc3c(nc2c1)N(c1ccccc1)CC3	1.7	2.3	7.8	6.7	11.5	i	4.3	-1.5	934	i	0.2	0.52	1540	-35.8	414	i	16.0	-0.6%
CCOc1ccc(N2CC(C(=O)Nc3ccc(S(=O)(=O)Nc4nccs4)cc3)CC2=O)cc1 (stereo unspecified)	x	x	x	x	x	x	x	x	x	i	0.5	x	x	2.4	808	i	36.3	-0.3%
Cc1cccc(NC(=S)NCCc2ccccn2)c1	x	x	x	x	x	x	x	1.4	1377	i	0.2	2.07	1362	-20.7	735	i	33.5	0.6%
Cc1cc(NC(=O)CCC(=O)N(c2ccccc2)C(C(=O)NC2CCCC2)c2ccccc2F)no1 (stereo unspecified)	x	x	x	x	x	x	x	x	x	i	0.2	x	x	-0.7	815	i	59.2	-0.6%
CCCCCCCn1c(=N)n(CC(=O)c2ccco2)c2ccccc21	1.5	1.4	3.9	29.4	18.1	i	29.8	-1.6	1128	i	1.5	x	x	5.5	776	i	7.2	-0.8%
COc1ccccc1C(=O)N/N=C(\C)c1ccc(NC(=O)Cc2ccccc2)cc1	x	x	x	x	x	x	x	x	x	i	0.8	x	x	-19.4	844	i	60.9	-0.6%
CCCCN=c1scc(-c2ccc3c(c2)NC(=O)CO3)n1N=C1CCCC1	1.6	1.3	4.9	49.5	24.1	i	-11.0	-1.7	1224	i	8.5	-0.2	964	17.2	748	i	43.2	1.0%
CCN(CC(=O)Nc1c(F)cccc1F)C(=O)c1ccc(=O)n(Cc2ccccc2)n1	x	x	x	x	x	x	x	x	x	i	0.9	x	x	-1.9	843	i	21.8	-0.7%
Fc1ccc(/C=N/N2CCCCC2)c(F)c1	x	x	x	x	x	x	x	x	x	i	0.7	x	x	19.6	655	i	37.6	-0.1%
COc1ccc(-c2[nH]ncc2CN(C)CCc2c(C)n[nH]c2C)c(F)c1	2.7	1.6	8.1	-1.7	4.7	i	-45.9	5.0	900	i	0.6	0.07	1433	-5.1	758	i	46.4	-0.4%
COc1ccc(NC(=O)CCSc2nnnn2C)cc1	3.2	2.3	7.4	-2.5	-3.8	i	8.3	-2.0	1082	i	0.7	0.27	1260	-0.9	679	i	24.6	1.3%
O=C(Oc1ccc(-c2csnn2)cc1)C1CC1	x	x	x	x	x	x	x	-0.4	1346	i	0.3	x	x	-0.6	744	i	6.4	-0.2%
OCCCNc1nc(-c2ccc(Br)cc2)nnc1-c1ccc(Cl)cc1	3.2	2.1	5.9	12.7	17.6	i	-4.3	0.1	1050	i	0.7	-2.01	1305	5.8	628	i	35.5	-0.2%
The list continues.
SMILES	MT stabilize HCS	MT stabilize HCS Hoechst-high %	MT stabilize HCS cytotoxicity %	WT yeast gro inh	WT yeast gro inh mutant strain	Autophagy mod	Autophagy mod cell loss 18 h	bCat nuc transl	bCat nuc transl cell count 5 µM	Myeloid diff 2	Myeloid diff 2 GFP+ MAC1+ %	Insulin prom up	Insulin prom up cell count	Hep lipid drop	Hep lipid drop cells 6.5 µM	T cell HTS	T cell HTS vesicle-bound %	West Nile antiviral
CC(C)CCNc1c(-c2cccs2)nc2ccccn12	2.5	2.2	3.7	42.2	18.2	i	8.6	-0.3	956	i	0.7	-0.67	1586	5.0	727	i	53.1	-0.6%
CCC(C)N(C)C1CCN(C(=S)Nc2ccc(OC)cc2)CC1 (stereo unspecified)	2.5	2.3	9.1	-9.6	-22.7	i	-10.9	-1.0	1130	i	0.0	0.62	1125	-0.1	757	i	21.7	0.4%
COc1ccccc1N1C(=O)c2cccnc2C1=O	x	x	x	x	x	x	x	x	x	i	0.2	x	x	2.0	811	i	32.0	-0.2%
CN1CC(c2ccccc2)C(c2ccc(Cl)cc2)=N1 (stereo unspecified)	5.2	3.3	6.4	8.6	7.3	i	0.2	-0.1	947	i	0.5	0.33	1251	-7.8	646	i	7.4	-1.0%
Cc1cc(Cl)c(OCCN2C(=O)NC(C)(C)C2=O)c(Br)c1	2.6	2.0	0.5	-2.6	-17.2	i	2.7	x	x	i	0.8	1.48	996	x	x	i	37.2	-0.6%
CCC(C)NCCOCCSc1ccc(Cl)cc1 (stereo unspecified)	1.5	2.2	8.5	-8.1	-12.0	i	9.8	1.2	1401	i	1.7	-0.97	1336	x	x	i	30.5	-1.2%
O=C(/C=C/c1ccc2c(c1)OCO2)Nc1nc(-c2ccc(F)cc2)cs1	7.9	1.5	1.4	14.6	0.0	i	-14.0	2.0	977	x	x	0.31	1344	1.7	657	i	8.6	-0.2%
CCCCNC(=O)CN(C1CCCCC1)S(C)(=O)=O	2.3	2.1	4.7	6.1	16.9	i	0.2	-0.7	1046	i	1.0	-0.08	1262	9.7	688	i	21.2	0.5%
Cn1c(=O)[nH]c(=O)c2c1nc(Br)n2Cc1cccc(Br)c1	x	x	x	x	x	x	x	x	x	i	2.4	x	x	6.3	822	i	40.0	1.2%
CN(C(=O)CSc1nnc(-c2ccncc2)n1C)C1CCS(=O)(=O)C1 (stereo unspecified)	0.8	0.7	17.1	-4.1	6.7	i	-6.4	x	x	i	0.5	-0.2	991	-4.8	709	i	46.7	-0.1%
Cc1nn(-c2ccccc2)c(Cl)c1/C=N/NC(=O)c1cccnc1	2.7	2.1	3.2	-6.9	-10.4	i	0.0	2.4	914	i	0.8	-0.5	1243	8.7	736	i	27.0	2.2%
COC(=O)c1cc(C)sc1NC(=O)C1C2C=CC(CC2)C1C(=O)O (stereo unspecified)	1.7	3.1	3.7	-6.2	-11.7	i	-6.8	-3.1	609	i	0.5	0.86	1258	-5.2	669	i	26.8	0.2%
COC(=O)C1CCN(C(=O)C2CCN(C(=O)[C@@H](NS(=O)(=O)c3ccc(C)cc3)C(C)C)CC2)CC1	x	x	x	x	x	x	x	x	x	i	3.4	x	x	-4.5	858	i	55.5	-0.2%
Cc1ccccc1N=Cc1cc2c(cc1[N+](=O)[O-])OCO2	3.4	3.9	2.9	1.2	-5.5	i	-5.9	-4.2	539	i	0.2	0.03	1229	5.9	633	i	51.0	-0.1%
CCn1nc(C)c(CN2CCC(C(=O)Nc3cccc(-c4cccc(F)c4)c3)CC2)c1C	x	x	x	x	x	x	x	x	x	i	2.5	x	x	-1.0	660	i	19.0	31.7%
COc1ccccc1CNC(=O)/C(C#N)=C/c1ccc(OC)c(OC)c1OC	x	x	x	x	x	x	x	x	x	i	1.1	x	x	-9.2	663	i	28.4	0.4%

Source: PubChem BioAssay (several laboratories)
